AID2073: disruptors of CaV2.2 binding to Mint1 – biochemical, HTRF (AID 2073). HTRF protein-protein interaction, Mint1-CaV2.2; higher % means a stronger effect. inhibition, % at 20 µM, or IC50 in µM where a hit was titrated. 290,000 compounds, 0.19% hits; in the data active = inhibition mostly above about 51%, no sharp cut-off; inconclusive = no clear call, values can overlap the other calls; inactive = mostly below about 53%; also: some results filed as inactive read as strong as hits
XIAP antagonists: XIAP antagonists, biochemical, IAP family, fluorescence polarization (AID 1018); displacement, % at 20 µM; hits with a dose series show IC50 in µM; 200,000 compounds, 0.007% hits; XIAP BIR domain, fluorescence polarization peptide displacement; higher % means a stronger effect; in the data active = displacement above about 50%; also: a part of the inactive calls stands beside numbers as strong as those of hits
NOD2 inhibition: NOD2 signaling inhibitors, cell-based, luminescence, uHTS, HEK293 (AID 1566). inhibition, % at 4 µM, or EC50 in µM where a hit was titrated. 290,000 compounds, 0.63% hits. HEK293 NOD2/NF-kB luciferase reporter, luminescence; higher % means a stronger effect; also: many of its hits are not listed in these tables
ER stress rescue: protection against thapsigargin-triggered cell killing – 384-well, CSM14.1, ATP luminescence, primary screen (AID 1222); cellular ATP content (survival), % at 20 µM; hits with a dose series show EC50 in µM; 190,000 tested, under 10 active; CSM14.1 thapsigargin-induced death rescue, ATP luminescence; higher % means a stronger effect;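 active = EC50 below 50 µM in the dose-response confirmation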;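 also: death triggered by thapsigargin at about 15 µM added after 2 h compound pretreatment; cell ATP read after overnight thapsigargin exposure of roughly 18 to 22 hours; normalized against plate controls of thapsigargin alone and 5% DMSO vehicle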
Hep lipid drop: hepatic lipid droplet formation modulation; AML12 mouse hepatocytes, oleate lipid droplets, BODIPY imaging; inhibition, % at 6.5 µM; 240,000 compounds, 0.4% hits;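 active = lipid droplet intensity inhibited by at least 50%, with more than 500 cells counted; inconclusive = wells with under 300 cells, treated as cytotoxic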
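Test system: AML12 mouse liver cells; schedule: overnight exposure; technique: high-content imaging of BODIPY-stained droplets and DAPI nuclei; read-out: % inhibition of corrected integrated BODIPY droplet signal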
LYP inhibition: PTPN22 lymphoid phosphatase activity blockers – biochemical, fluorescence intensity, uHTS (AID 1779); 290,000 compounds, 0.054% hits; recombinant LYP phosphatase, fluorescence intensity; higher % means a stronger effect; inhibition, % at 11.5 µM, or IC50 in µM where a hit was titrated;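 also: plate controls were vehicle with enzyme for no effect and no enzyme for full effect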
M1AAP inhibition: malaria alanyl aminopeptidase activity blockers – biochemical, fluorogenic H-Leu-NHMec substrate, 1536-well (AID 1445); recombinant M1AAP, H-Leu-NHMec fluorogenic kinetic assay; higher % means a stronger effect; one-dose inhibition, % at 30 µM; IC50 in µM for titrated hits; 220,000 compounds, 0.42% hits;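 active = primary inhibition above the hit cutoff, then over 50% inhibition at one or more dose response concentrations, cut at about 23% in these data, passing the limit was not always enough; inconclusive = conflicting primary data, or primary hits not chosen for dose response; inactive = low primary inhibition, or under 50% at every dose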;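 also: plate controls were DMSO full reaction for no effect and no enzyme background for full effect; strong numbers were not always called active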
SIAH1 antagonists: blockers of Siah-1 interaction with plectin peptide – biochemical, fluorescence polarization, rhodamine-plectin, uHTS, primary screen (AID 1817). Siah-1 / rhodamine-plectin peptide fluorescence polarization; higher % means a stronger effect. one-dose displacement, % at 20 µM; IC50 in µM for titrated hits. 290,000 compounds, 0.02% hits;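 active = displacement of at least 50% at 20 µM, with a fluorescence ratio check between 0.3 and a set limit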;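 also: plate controls were Siah plus tracer with DMSO for no effect and tracer alone without Siah for full effect; strong numbers were not always called active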
M17LAP inhibition: P. falciparum M17LAP inhibitors, primary screen, biochemical, fluorogenic H-Leu-NHMec substrate, 1536-well (AID 1619) | recombinant M17LAP, H-Leu-NHMec fluorogenic kinetic assay; higher % means a stronger effect | inhibition, % at 30 µM; hits with a dose series show IC50 in µM | 220,000 compounds, 0.38% hits;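 active = compound inhibiting the enzyme by more than half at any dose during confirmatory dose-response retesting; inconclusive = strong single-dose inhibitors picked by rank but not retested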;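 also: plate controls were full reaction with DMSO carrier for no effect and no enzyme background for full effect; strong numbers were not always called active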
Hep lipid drop cells 6.5 µM: further read-out of Hep lipid drop, marked with its call; cell count; measured here: cell count, cytotoxicity flag;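 cells counted across two imaged fields per well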
Active calls of the source: *. Rule as the data show it, unless noted: active = inhibition above about 50%; inactive = the rest. A portion of the library (hit frequency here may not be typical).

How did O=C(NC1CCN(Cc2ccccc2)CC1)C1CCN(S(=O)(=O)c2cccc3nsnc23)CC1 do in these assays?
AID2073: -3.0%; XIAP antagonists: -3.1%; NOD2 inhibition: 16.1%; ER stress rescue: -3.0%; Hep lipid drop: 2.0; LYP inhibition: -2.4%; M1AAP inhibition: -2.0%; SIAH1 antagonists: -0.7%; M17LAP inhibition: 4.5%; Hep lipid drop cells 6.5 µM: 630

Results for Cc1ccc(-c2nc3cc(N)ccc3o2)cc1 ?
AID2073: inconclusive; XIAP antagonists: -3.3%; NOD2 inhibition: -116.7%; ER stress rescue: -5.0%; Hep lipid drop: 9.2; LYP inhibition: -10.7%; M1AAP inhibition: 6.2%; SIAH1 antagonists: 0.0%; M17LAP inhibition: -14.6%; Hep lipid drop cells 6.5 µM: 619

How did COCCN1CCN(C(=O)c2ccc3oc(CCCc4ccccc4)nc3c2)CC1 do in these assays?
AID2073: -0.7%; NOD2 inhibition: -1.8%; LYP inhibition: -6.7%; SIAH1 antagonists: -0.3%

How did CSCC[C@H](NC(=O)Cc1ccc(Cl)cc1)C(=O)N1CCC2(CC1)NCCc1[nH]cnc12 do in these assays?
AID2073: -1.3%; NOD2 inhibition: -13.5%; Hep lipid drop: -6.5; LYP inhibition: -9.5%; SIAH1 antagonists: -0.8%; Hep lipid drop cells 6.5 µM: 759

How did COc1ccc(-n2nc3ccccc3n2)cc1 do in these assays?
AID2073: -2.9%; XIAP antagonists: -4.3%; NOD2 inhibition: -0.3%; ER stress rescue: -2.5%; LYP inhibition: -4.2%; M1AAP inhibition: 2.1%; SIAH1 antagonists: 0.4%; M17LAP inhibition: 5.9%

How did COC(=O)Cn1cc([N+](=O)[O-])nc1C do in these assays?
AID2073: 0.0%; XIAP antagonists: -9.9%; NOD2 inhibition: 3.6%; ER stress rescue: -1.1%; Hep lipid drop: -1.6; LYP inhibition: -7.8%; M1AAP inhibition: 0.9%; SIAH1 antagonists: -1.1%; M17LAP inhibition: 8.4%; Hep lipid drop cells 6.5 µM: 712

Results for CN(c1cccc(NC(=O)c2ccc(C(C)(C)C)cc2)c1)S(C)(=O)=O ?
AID2073: 13.0%; XIAP antagonists: -5.4%; NOD2 inhibition: -109.2%; ER stress rescue: -3.6%; Hep lipid drop: -5.1; LYP inhibition: -4.5%; M1AAP inhibition: 4.8%; SIAH1 antagonists: -7.4%; M17LAP inhibition: -3.5%; Hep lipid drop cells 6.5 µM: 661

What do the screens show for `NC(=O)Nc1ccc(F)cc1`?
AID2073: -3.3%; XIAP antagonists: 0.5%; NOD2 inhibition: 1.6%; ER stress rescue: -1.4%; Hep lipid drop: 6.9; LYP inhibition: -3.7%; M1AAP inhibition: 0.2%; SIAH1 antagonists: -5.6%; M17LAP inhibition: 1.7%; Hep lipid drop cells 6.5 µM: 814

What do the screens show for `CC(=O)NCCNS(=O)(=O)c1ccc(C)c([N+](=O)[O-])c1`?
AID2073: -5.3%; XIAP antagonists: -4.3%; NOD2 inhibition: 24.0%; ER stress rescue: -7.6%; Hep lipid drop: 2.6; LYP inhibition: -6.9%; M1AAP inhibition: 15.1%; SIAH1 antagonists: 3.2%; M17LAP inhibition: 6.1%; Hep lipid drop cells 6.5 µM: 690

Results for Cc1cc(C(=O)Nc2c(C)n(C)n(-c3ccccc3)c2=O)c2ccccc2n1 ?
AID2073: 1.5%; XIAP antagonists: -4.5%; NOD2 inhibition: 9.3%; ER stress rescue: 2.4%; LYP inhibition: 0.8%; M1AAP inhibition: 1.6%; SIAH1 antagonists: 2.3%; M17LAP inhibition: 5.6%

How did Cc1ccc(C)c(S(=O)(=O)N2CCN(CC(=O)Nc3sccc3C#N)CC2)c1 do in these assays?
AID2073: 0.6%; XIAP antagonists: -9.8%; NOD2 inhibition: 3.4%; ER stress rescue: 6.0%; Hep lipid drop: -1.2; LYP inhibition: -1.0%; M1AAP inhibition: -0.7%; SIAH1 antagonists: 1.7%; M17LAP inhibition: 3.7%; Hep lipid drop cells 6.5 µM: 556

Results for CCCC/C(C)=N/NC(=O)NC1CCCCC1 ?
AID2073: 7.2%; XIAP antagonists: -0.3%; NOD2 inhibition: 11.7%; ER stress rescue: -1.7%; Hep lipid drop: 12.7; LYP inhibition: -3.7%; M1AAP inhibition: 4.8%; SIAH1 antagonists: 1.1%; M17LAP inhibition: 3.2%; Hep lipid drop cells 6.5 µM: 645

What do the screens show for `Cc1ccccc1-c1nnc(NC(=O)CSc2nc3ccccc3s2)s1`?
AID2073: 6.3%; XIAP antagonists: -6.7%; NOD2 inhibition: 17.9%; ER stress rescue: -4.1%; Hep lipid drop: -0.5; LYP inhibition: 4.1%; M1AAP inhibition: 0.1%; SIAH1 antagonists: 7.1%; M17LAP inhibition: 0.8%; Hep lipid drop cells 6.5 µM: 723

What do the screens show for `COc1ccc(CCNC(=O)COC(=O)/C=C/c2ccc(OCC#N)c(OC)c2)cc1OC`?
AID2073: 7.2%; XIAP antagonists: 2.6%; NOD2 inhibition: -2.3%; ER stress rescue: -1.0%; Hep lipid drop: 23.9; LYP inhibition: 1.4%; M1AAP inhibition: 5.4%; SIAH1 antagonists: -4.2%; M17LAP inhibition: -4.7%; Hep lipid drop cells 6.5 µM: 717

Results for CSc1cccc(NC(=O)CN2C(=O)COc3ccc(S(=O)(=O)N4CCOCC4)cc32)c1 ?
AID2073: 9.7%; NOD2 inhibition: 2.1%; Hep lipid drop: 2.3; LYP inhibition: -2.0%; SIAH1 antagonists: -4.7%; Hep lipid drop cells 6.5 µM: 728

Results for Cn1c(N2CCC(C(N)=O)CC2)nc2c1c(=O)n(Cc1ccc(Cl)cc1)c(=O)n2C ?
AID2073: 0.8%; XIAP antagonists: -7.6%; NOD2 inhibition: 10.0%; ER stress rescue: 1.6%; Hep lipid drop: -4.6; LYP inhibition: -6.6%; M1AAP inhibition: 0.1%; SIAH1 antagonists: 1.8%; M17LAP inhibition: 0.3%; Hep lipid drop cells 6.5 µM: 774

How did Cc1ccc(CN2CCSCC2)c(C)c1 do in these assays?
AID2073: 28.2%; XIAP antagonists: -4.3%; NOD2 inhibition: -18.3%; ER stress rescue: -2.5%; Hep lipid drop: 5.4; LYP inhibition: 2.8%; M1AAP inhibition: -2.2%; SIAH1 antagonists: 5.1%; M17LAP inhibition: -4.4%; Hep lipid drop cells 6.5 µM: 676

Results for CCCCCCCOC1(c2ccccc2)OC(=O)c2ccccc21 (stereo unspecified) ?
AID2073: -7.3%; XIAP antagonists: -0.4%; NOD2 inhibition: 18.4%; ER stress rescue: -3.2%; LYP inhibition: 1.3%; M1AAP inhibition: -4.7%; SIAH1 antagonists: 0.8%; M17LAP inhibition: -3.9%

What do the screens show for `COCCN1C(=O)N[C@@H](c2ccccc2)C(C(C)=O)=C1C`?
AID2073: -0.1%; XIAP antagonists: -5.5%; NOD2 inhibition: 6.5%; ER stress rescue: -1.4%; Hep lipid drop: -0.5; LYP inhibition: -9.7%; M1AAP inhibition: -2.4%; SIAH1 antagonists: 1.1%; M17LAP inhibition: -2.3%; Hep lipid drop cells 6.5 µM: 704

Results for CCCCc1nc(NCC2CCCO2)c(C#N)c2c1COC(C)(C)C2 (stereo unspecified) ?
AID2073: 6.4%; XIAP antagonists: -2.3%; NOD2 inhibition: 15.9%; ER stress rescue: -1.4%; Hep lipid drop: -14.2; LYP inhibition: -5.9%; M1AAP inhibition: 0.9%; SIAH1 antagonists: -5.9%; M17LAP inhibition: 3.5%; Hep lipid drop cells 6.5 µM: 775

How did COc1c(F)c(F)c(C(=O)O)c(Nc2cc(C)cc(C)c2)c1F do in these assays?
AID2073: 2.9%; XIAP antagonists: -1.2%; NOD2 inhibition: 1.6%; ER stress rescue: -1.6%; Hep lipid drop: -1.6; LYP inhibition: -2.5%; M1AAP inhibition: -0.3%; SIAH1 antagonists: 7.6%; M17LAP inhibition: -17.5%; Hep lipid drop cells 6.5 µM: 737

How did CC1(C)Cc2ccccc2-c2nnc(SCC(=O)N3CCc4ccccc43)n21 do in these assays?
AID2073: -3.9%; XIAP antagonists: -6.7%; NOD2 inhibition: -24.1%; ER stress rescue: 1.2%; Hep lipid drop: 33.4; LYP inhibition: -3.9%; M1AAP inhibition: -5.2%; SIAH1 antagonists: -4.7%; M17LAP inhibition: 13.2%; Hep lipid drop cells 6.5 µM: 741

What do the screens show for `N#CCCN(C(=O)CN1C(=O)NC2(CCCC2)C1=O)c1ccccc1F`?
AID2073: 8.3%; XIAP antagonists: -5.2%; NOD2 inhibition: -3.4%; ER stress rescue: -1.3%; Hep lipid drop: 2.9; LYP inhibition: -2.5%; M1AAP inhibition: -1.9%; SIAH1 antagonists: -1.8%; M17LAP inhibition: -0.7%; Hep lipid drop cells 6.5 µM: 781

What do the screens show for `CCCc1cc(=O)n2[nH]c(-c3ccc(Br)cc3)cc2n1`?
AID2073: -1.2%; XIAP antagonists: -6.6%; NOD2 inhibition: -70.3%; ER stress rescue: -0.5%; Hep lipid drop: -0.2; LYP inhibition: 4.4%; M1AAP inhibition: 0.1%; SIAH1 antagonists: 7.0%; M17LAP inhibition: 4.6%; Hep lipid drop cells 6.5 µM: 773

How did CC(C)=N/N=C1/NC(=O)C(CC(=O)Nc2cc(Cl)ccc2C)S1 (stereo unspecified) do in these assays?
AID2073: -0.1%; XIAP antagonists: 3.4%; NOD2 inhibition: 8.9%; ER stress rescue: -1.0%; Hep lipid drop: 3.1; LYP inhibition: -8.2%; M1AAP inhibition: 5.9%; SIAH1 antagonists: -10.5%; M17LAP inhibition: -7.3%; Hep lipid drop cells 6.5 µM: 629

What do the screens show for `COc1ccc(NC2=NCC(=O)N2c2ccccc2F)cc1`?
AID2073: 7.2%; XIAP antagonists: -6.8%; NOD2 inhibition: 3.1%; ER stress rescue: -1.0%; LYP inhibition: -5.6%; M1AAP inhibition: 2.1%; SIAH1 antagonists: 2.7%; M17LAP inhibition: -11.3%

Results for COCCn1cnc2c1c(=O)n(CC(=O)OCC(=O)NCCCc1ccccc1)c(=O)n2Cc1ccccc1 ?
AID2073: -5.2%; XIAP antagonists: -6.8%; NOD2 inhibition: 10.9%; ER stress rescue: -5.8%; Hep lipid drop: 5.4; LYP inhibition: -5.5%; M1AAP inhibition: -3.9%; SIAH1 antagonists: 1.9%; M17LAP inhibition: 3.6%; Hep lipid drop cells 6.5 µM: 648

Screening results from PubChem BioAssay.
